# Assay outcomes (PubChem BioAssay)
# MEKK3 PB1 HTS: modulators of MEKK3-MEK5 PB1 binding, primary screen, biochemical, wildtype MEKK3, multiplex bead flow cytometry, Alexa488-MEK5; binding response (% of control), % at 10 µM; hit rate 1.4% among 290,000; bead-based flow cytometry, Alexa488-MEK5 binding to MEKK3; actives lie on both sides; 0 = blocked by unlabeled MEK5, 100 = vehicle;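 active = binding response more than 3 SD above or below the average of its plate-row segment, actives on both sides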;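 also: Alexa488 bead fluorescence after subtracting the streptavidin-only scavenger bead signal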
# IMP-1 inhibitor: IMP-1 metallo-beta-lactamase inhibitors, primary screen, biochemical, epi-absorbance readout, Pseudomonas aeruginosa enzyme; metallo-beta-lactamase IMP-1 (Pseudomonas aeruginosa); purified IMP-1, nitrocefin hydrolysis, epi-absorbance fluorescence; inhibition, % at 5.6 µM; hit rate 0.45% among 290,000;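 active = inhibition above the mean plus 3 SD of all compounds in the same screening run, cut at about 4.5% in these data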;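 also: 0% = IMP-1 with DMSO and 100% = DMSO wells lacking enzyme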
#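 assay system = purified recombinant IMP-1 metallo-beta-lactamase enzyme | schedule = 15 min preincubation plus 25 min reaction at 25 °C | signal = Epi-absorbance fluorescence, 480 nm excitation, 530 nm emission | read-out basis = percent inhibition from optical density relative to buffer-blank wells | controls = IMP-1 with DMSO as 0%, enzyme-free DMSO as 100%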
# VIM-2 inhibitor: VIM-2 metallo-beta-lactamase inhibitors, primary screen, biochemical, epi-absorbance readout, Pseudomonas aeruginosa enzyme; purified VIM-2, nitrocefin hydrolysis, epi-absorbance fluorescence; inhibition, % at 5.6 µM; hit rate 0.89% among 290,000; AID 1527, 2009;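 active = inhibition above the mean of all tested compounds plus 3 SD, cutoff set per screening run, cut at about 7.5% in these data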;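 also: red hydrolysis product quenches plate fluorescence so inhibitors raise well fluorescence; 0% = enzyme with DMSO and 100% = DMSO without enzyme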
# SUMO HTRF inh: inhibitors of in vitro SUMOylation cascade, primary screen, biochemical, HTRF, uHTS. HTRF SUMOylation assay, SAE1/SAE2 + UBC9. SUMO-conjugating enzyme UBC9 (Homo sapiens), P63279. hit rate 0.36% among 290,000. inhibition, % at 35 µM; in the data active = inhibition above about 50%, passing the limit was not always enough; also: strong numbers were not always called active
# DNA FID counter: compounds displacing fluorescent DNA intercalator, primary screen, artefact control for HCV NS3 helicase inhibitor project, biochemical, FID fluorescence; DNA fluorescent intercalator displacement; inhibition, % at 7.9 µM; hit rate 0.17% among 290,000; AID 1845, 2009; in the data active = inhibition above about 37%;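 also: 0% = vehicle and 100% = reference compound; higher means more ethidium bromide displaced from hairpin DNA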
# PHOSPHO1 block: PubChem AID 1565; Phosphoethanolamine/phosphocholine phosphatase (Homo sapiens), Q8TCT1; recombinant PHOSPHO1, absorbance phosphatase assay; inhibition, % at 13.3 µM; hit rate 1.1% among 290,000; in the data active = inhibition above about 60%
# IDE cell activ: human IDE activators in live cells, primary screen, fluorescence polarization, HEK cells, FAbeta-B substrate. FAbeta-B cleavage; 0% vehicle, 100% cell-free pure enzyme wells. hit rate 0.073% among 340,000. Insulin-degrading enzyme (Homo sapiens), P14735. activation, % at 5.96 µM;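 active = activation above the mean of all tested compounds plus 3 SD, set per screening campaign, cut at about 17% in these data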
# Target sequence (P14735 whole entry, looked up): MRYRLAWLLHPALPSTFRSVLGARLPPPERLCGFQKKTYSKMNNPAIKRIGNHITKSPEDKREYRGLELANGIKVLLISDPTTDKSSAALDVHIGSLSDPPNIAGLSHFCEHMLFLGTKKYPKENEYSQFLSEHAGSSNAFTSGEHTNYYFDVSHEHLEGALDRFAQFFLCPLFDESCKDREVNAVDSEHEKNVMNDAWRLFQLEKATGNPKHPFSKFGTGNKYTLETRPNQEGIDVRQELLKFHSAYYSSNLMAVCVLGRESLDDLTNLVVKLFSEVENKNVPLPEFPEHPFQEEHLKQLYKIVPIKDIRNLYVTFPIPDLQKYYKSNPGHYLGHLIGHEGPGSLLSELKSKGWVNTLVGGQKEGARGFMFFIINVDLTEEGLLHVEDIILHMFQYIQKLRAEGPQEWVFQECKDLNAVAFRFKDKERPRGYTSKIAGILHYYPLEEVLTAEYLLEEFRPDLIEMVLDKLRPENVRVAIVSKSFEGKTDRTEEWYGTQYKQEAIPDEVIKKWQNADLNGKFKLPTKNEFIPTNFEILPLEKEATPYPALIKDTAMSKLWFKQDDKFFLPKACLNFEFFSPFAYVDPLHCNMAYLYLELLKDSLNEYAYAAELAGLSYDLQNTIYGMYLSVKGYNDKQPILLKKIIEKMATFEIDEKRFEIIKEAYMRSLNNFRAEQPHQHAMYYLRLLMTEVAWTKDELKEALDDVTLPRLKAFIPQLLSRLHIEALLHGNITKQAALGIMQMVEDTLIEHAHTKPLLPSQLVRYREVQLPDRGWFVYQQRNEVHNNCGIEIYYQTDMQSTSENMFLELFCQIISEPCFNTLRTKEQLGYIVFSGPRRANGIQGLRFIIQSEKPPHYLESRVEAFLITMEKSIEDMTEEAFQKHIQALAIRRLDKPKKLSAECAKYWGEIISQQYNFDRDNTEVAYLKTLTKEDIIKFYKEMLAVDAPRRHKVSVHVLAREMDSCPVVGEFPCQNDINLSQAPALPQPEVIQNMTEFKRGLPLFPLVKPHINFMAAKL
# pCIP destab: p/CIP-EGFP fusion destabilizers, primary screen, fluorescence, F442A cells; 16 h; hit rate 0.01% among 290,000; Q05BA5; decrease of EGFP signal, % at 10 µM;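 active = EGFP signal decrease of at least 30% at 10 µM or well 3 SD below plate mean, unless failing retest; inactive = the rest, including hits failing retest or dose response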; also: some compounds called inactive have numbers as strong as hits; many of its hits are not listed in these tables
# HCV NS3 hel inh: inhibitors of HCV NS3 helicase, primary screen, biochemical, Cy5 molecular beacon fluorescence | hit rate 0.56% among 290,000 | AID 1800, 2009 | Hepatitis C virus NS3 helicase | inhibition, % at 10.9 µM | NS3 helicase DNA unwinding;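 active = inhibition above the mean of all tested compounds plus 3 SD, set per campaign, cut at about 35% in these data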;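 also: 0% = DMSO wells and 100% = thioflavine S control wells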
#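 test system = hepatitis C virus NS3 helicase domain fragment enzyme | reagent = annealed dual-labelled DNA beacon duplex, ATP-started | times = 1 h at 25 °C | detection = Cy5 fluorescence, 0 and 60 min reads | read-out basis = percent inhibition from t60/t0 fluorescence ratio | control set = DMSO and thioflavine S | replication = one well per compound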
# * = called active by the depositor; · = not tested or not shown.
SMILES,MEKK3 PB1 HTS,IMP-1 inhibitor,VIM-2 inhibitor,SUMO HTRF inh,DNA FID counter,PHOSPHO1 block,IDE cell activ,pCIP destab,HCV NS3 hel inh
Cc1cc(C(=O)COC(=O)c2cccnc2Cl)c(C)n1CC1CCCO1 (stereo unspecified),101,-3.6,-2.4,6,-24,0,-3,-11,-2
Cc1cc(-c2nnc(CCC(=O)NCc3ccc(F)c(F)c3)o2)no1,108,-2.5,-4.3,4,-4,1,2,-16,8
Cc1nn(C(C)(C)C)c(OC(=O)c2ccc3c(c2)OCO3)c1Sc1ccccc1,106,-2.7,1.5,0,-2,15,2,7,8
CCCSc1nnc(CSc2nc3ccccc3s2)n1-c1ccccc1,113,-2.7,-3.2,-5,-17,0,5,-12,-3
Cc1ccc(-c2nn(C)c(=O)c3ccccc23)cc1CN1CCOCC1,109,-2.2,5.2,-25,-16,7,-3,-1,-7
COc1ccccc1OCCC(=O)OCC(=O)Nc1ccc(Br)cc1,134*,-2.9,-3.3,-13,-2,-12,10,1,1
O=C(NNC(=O)C1CC1)Nc1ccc(Cl)cc1,96,-1.6,-2.8,14,-7,17,-2,-9,5
O=C(Nn1c(O)c(C=C2N=c3ccccc3=N2)sc1=S)c1ccccc1Cl,82,-3.6,-3.5,-15,19,79*,-5,6,1
O=C(NCc1cccc(C(F)(F)F)c1)c1cc(Cl)ccc1Cl,124,-1.4,-3.7,4,-9,0,-5,7,3
COc1ccc(N/C=C/C(=C(C#N)C#N)N(C)C)cc1,95,0.1,0.2,22,0,41,·,-4,8
Cc1ccc(-n2c(SCC(=O)OC(C)C)nnc2-c2ccncc2)cc1,99,3.5,-3.4,6,-26,9,6,2,0
Cc1ccc(OCCSc2nc3ccccc3n2CC(=O)O)cc1,103,-1.8,-1.7,12,-31,-12,4,-2,4
Cc1ccc(C)c(Cn2c3ccccc3c3cnn(CC(=O)NCCCN4CCCCC4)c(=O)c32)c1,98,-2.7,-5.4,7,33,37,4,6,-38
CC(=O)c1ccc(NC(=S)N2CCCC(CO)C2)cc1 (stereo unspecified),106,-1.5,-0.2,-7,5,-1,-2,1,-1
CC(=O)C1=C(O)C(=O)N(Cc2ccccc2)C1c1ccc(N(C)C)cc1 (stereo unspecified),104,-1.0,-0.5,8,-30,25,1,-2,13
CCOc1ccc(NC(=O)c2nccnc2CO)cc1,106,-1.5,-1.9,10,1,18,-6,-20,-2
CC(=O)Nc1ccc(S(=O)(=O)Nc2nnc(C(C)C)s2)cc1,101,-1.3,-2.9,0,1,5,2,5,-3
CCCc1c(C)nn(C(=O)/C(C#N)=N/Nc2ccccc2[N+](=O)[O-])c1C,110,-2.6,-0.3,1,4,44,6,13,-5
O=C(C1CCC(=O)N(C2CC2)C1)N(CCO)Cc1ccccc1 (stereo unspecified),102,-2.0,-2.9,10,-8,3,-1,2,4
O=C(O)CCc1nc2ccccc2n(CCc2ccccc2)c1=O,90,-2.1,-2.0,-2,-23,2,6,-3,18
COc1cccc(CN(C)CC(=O)Nc2ccccc2C(C)C)c1,95,-2.0,-3.5,-6,-6,8,2,5,1
COc1ccccc1N1CCN(C2CCCN(C(=O)CCn3cncn3)C2)CC1 (stereo unspecified),98,-5.2,-3.3,11,-6,36,-4,-17,4
Cc1cccc(-c2nc3c(c(SCC(=O)N(C)C)n2)CCCC3)c1,97,-3.0,2.6,4,-24,6,0,-9,5
Cc1ccc(C2(C)NC(=O)N(CC(=O)Nc3ccc4c(c3)OCO4)C2=O)cc1 (stereo unspecified),101,-1.5,-1.1,11,1,-22,2,-1,10
CCC(=O)NNc1ccc(Br)cc1,100,-2.0,-2.0,-3,4,16,2,0,5

# (list continues)
SMILES,MEKK3 PB1 HTS,IMP-1 inhibitor,VIM-2 inhibitor,SUMO HTRF inh,DNA FID counter,PHOSPHO1 block,IDE cell activ,pCIP destab,HCV NS3 hel inh
CC1=C(C(=O)Nc2ccccc2)C(c2ccco2)NC(=S)N1 (stereo unspecified),108,-2.7,-2.5,19,0,42,4,-3,1
S=c1[nH]nc(-c2ccccc2)o1,100,-3.4,-0.6,-27,2,101*,1,-12,4
CCC(C)(C)n1nnnc1C(c1ccc(C)cc1)N1CCN(Cc2cccnc2)CC1 (stereo unspecified),104,-3.1,-1.1,9,-9,14,3,7,-9
Cc1c(C(=O)N(C)CCC#N)oc2ccc(S(=O)(=O)N3CC(C)CC(C)C3)cc12 (stereo unspecified),99,-0.4,1.1,-6,-29,4,6,-8,-14
CCOC(=O)C1=C(C)OC(N)=C(C#N)C1c1ccsc1 (stereo unspecified),93,-3.4,-4.8,0,-4,6,1,-12,4
Cc1cccc(-c2nnc(NC(=O)c3ccc(N4C(=O)CCC4=O)cc3)s2)c1,110,-0.1,-1.4,29,-7,9,1,-5,-14
Cc1ccc2c(c1)c1c(c(=O)n(-c3ccccc3)c(=O)n1CC(=O)NCC1CCCO1)n2C (stereo unspecified),103,-2.4,-3.4,9,-29,17,1,-4,2
O=C(N/N=C/c1coc2ccccc2c1=O)c1cccc([N+](=O)[O-])c1,104,-1.8,0.4,3,0,13,0,12,0
CCC(C)(C(=O)NC1CCCCC1)N(C(=O)c1ccccn1)c1ccccc1 (stereo unspecified),101,-6.3,-1.2,13,-28,12,-5,-17,12
N#C/C(=C\c1cccs1)C(=O)Nc1nccs1,103,-3.0,-2.5,-9,4,21,3,4,-3
COCCNc1nc2sc3c(c2c(=O)n1Cc1ccco1)CCCCC3,116,-4.2,-4.3,-6,-11,-18,1,10,9
COCc1cc(=O)[nH]c(-c2ccc(C(F)(F)F)cc2)n1,95,-2.1,-2.8,12,-1,16,·,1,-5
CSc1nc2c(c(=O)[nH]1)C(c1ccccc1Cl)CC(=O)N2 (stereo unspecified),112,-1.0,-0.2,11,12,4,3,-10,1
Fc1ccccc1Nc1nc(N2CCOCC2)nc(N2CCOCC2)n1,107,-1.1,-1.8,-7,-28,36,9,-2,9
CCCC(C)NC(=O)c1ccc(F)cc1 (stereo unspecified),102,-2.9,-0.6,6,-21,17,-3,-5,11
CCCc1cc(=O)oc2cc3occ(C)c3cc12,106,-3.1,-2.0,26,-8,-23,-4,10,10
Cc1ccc(C2(c3noc(CN(C)Cc4cnn(C)c4)n3)CCCC2)cc1,95,-2.1,-2.4,3,-26,57,6,-4,6
C/C(=N\NC(=O)c1ccncc1)c1cccc(NC(=O)c2ccc(C(C)(C)C)cc2)c1,99,-2.2,-1.6,-13,-32,14,-5,16,-2
CCOc1ccc(NC(=O)C2CC(=O)N=C(N)S2)cc1 (stereo unspecified),103,-0.8,1.2,-13,-1,10,2,-14,2
Cc1cc(C)c(C#N)c(SCC(=O)NN2CC(=O)N(c3ccccc3F)CC2=O)n1,105,-3.7,-1.9,17,-1,10,3,-21,7
O=Cc1c(NC2CCCCC2)c2ccccc2[nH]c1=O,106,-3.3,-2.2,0,-12,19,-6,3,-5
COc1ccccc1-n1cc(-c2ccc(Cl)cc2)[nH]c1=O,78,-4.2,-2.9,7,-7,-13,11,-6,0
COc1ccccc1CNC(=O)COC(=O)c1cccnc1SCC(=O)NCc1ccccc1OC,103,-2.6,-1.9,14,-9,5,5,-13,4
COc1ccc2c(c1)C(=O)CCC2c1ccccc1 (stereo unspecified),107,0.7,-0.7,-8,-21,-2,-1,-4,10
O=C(O)c1ccccc1C(=O)N1CC=C(c2ccccc2)CC1,96,-4.4,0.0,8,1,9,-5,-17,3

# Remaining list, next part.
SMILES,MEKK3 PB1 HTS,IMP-1 inhibitor,VIM-2 inhibitor,SUMO HTRF inh,DNA FID counter,PHOSPHO1 block,IDE cell activ,pCIP destab,HCV NS3 hel inh
O=C(CCSc1ccc(Cl)cc1)NC1CCCCC1,·,-1.0,2.5,20,-7,16,4,-12,-6
COc1ccc(CN(CC(=O)NC2CCCCC2)C(=O)CCCC(=O)Nc2ccccn2)cc1,103,-1.4,-4.0,11,-27,-12,1,-26,-2
Cc1nc(-c2cccc(NS(C)(=O)=O)c2)cs1,99,-2.5,-0.2,15,-5,-3,8,-11,-2
CC(=O)N1CCN(c2ccc([N+](=O)[O-])c(-n3nc(C)cc3C)c2)CC1,104,-2.0,-5.5,-2,-8,-6,-2,-2,-10
COc1cc(NC(=S)NC(=O)C(C)C)ccc1NC(=O)c1cc2ccccc2o1,101,-4.0,-2.9,11,-6,47,6,-9,0
Cc1ccc(S(=O)(=O)Nc2cnc3ccccc3c2)cc1,94,-2.4,-1.2,16,-7,22,-1,-16,2
O=C(CCN1C(=O)c2ccccc2S1(=O)=O)Nc1ccc(F)cc1F,103,-5.7,-1.4,-1,-3,31,0,-12,1
Nc1nonc1-n1nnc(C(=O)N/N=C/c2ccncc2)c1-c1cccs1,101,-1.1,-1.6,1,-13,2,5,-1,3
COc1cccc(NC(=S)NC(=O)/C=C/c2ccc(F)cc2)c1,104,-0.7,0.8,5,-6,34,11,2,3
COc1ccc(-n2ccnc2SCC(=O)NCc2ccco2)c(OC)c1,95,-4.7,-3.9,6,-7,-16,-1,-4,9
Cc1ccc(SC2CC(=O)N(c3ccc4c(c3)OCCO4)C2=O)cc1 (stereo unspecified),91,0.0,1.1,-7,-17,-30,-4,9,0
O=C(O)CCC/C=C\C[C@@H]1[C@@H](/C=C/[C@@H](O)COc2cccc(Cl)c2)[C@H](O)C[C@@H]1O,104,-3.2,-0.4,-2,-39,8,6,1,0
CCN1CCN(C(=O)c2ccccc2N(Cc2ccccc2)S(C)(=O)=O)CC1,96,-1.3,0.4,17,1,-7,-1,-5,3
CC(C)C(NC(=O)C1CCCCC1)C(=O)N1CCN(c2ccc(F)cc2)CC1 (stereo unspecified),94,-3.3,-2.9,-18,-17,2,5,7,0
COc1ccccc1NC(=O)c1ccccc1NS(C)(=O)=O,111,-1.9,-1.9,-9,1,4,0,5,3
O=C1c2ccccc2C(Nc2ccc(Cl)cn2)N1c1cccnc1 (stereo unspecified),110,-3.6,-2.3,21,-14,-1,-3,11,1
CCOc1ccc(N2C(=O)CC(NCCNc3ccc(C(=O)c4cccs4)cc3)C2=O)cc1 (stereo unspecified),100,-2.7,-1.0,11,-36,27,-4,-1,24

# With a hit mark in MEKK3 PB1 HTS, among the entries above:
SMILES	MEKK3 PB1 HTS	IMP-1 inhibitor	VIM-2 inhibitor	SUMO HTRF inh	PHOSPHO1 block	IDE cell activ	pCIP destab	HCV NS3 hel inh
COc1ccccc1OCCC(=O)OCC(=O)Nc1ccc(Br)cc1	134*	-2.9	-3.3	-13	-12	10	1	1

# Some of the compounds tested (hit frequency here may not be typical).
